GPR151 activ: activates the human receptor GPR151 | PathHunter beta-arrestin GPR151 cells, luminescence | Q8TDV0 | AID 1508602 | actives 1% (n = 650,000) | activation, % at 11.2 µM; in the data active = activation above about 4.9%;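 note: 0% = median of compound wells and 100% = cells with positive control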
Target sequence (Q8TDV0 whole entry, looked up): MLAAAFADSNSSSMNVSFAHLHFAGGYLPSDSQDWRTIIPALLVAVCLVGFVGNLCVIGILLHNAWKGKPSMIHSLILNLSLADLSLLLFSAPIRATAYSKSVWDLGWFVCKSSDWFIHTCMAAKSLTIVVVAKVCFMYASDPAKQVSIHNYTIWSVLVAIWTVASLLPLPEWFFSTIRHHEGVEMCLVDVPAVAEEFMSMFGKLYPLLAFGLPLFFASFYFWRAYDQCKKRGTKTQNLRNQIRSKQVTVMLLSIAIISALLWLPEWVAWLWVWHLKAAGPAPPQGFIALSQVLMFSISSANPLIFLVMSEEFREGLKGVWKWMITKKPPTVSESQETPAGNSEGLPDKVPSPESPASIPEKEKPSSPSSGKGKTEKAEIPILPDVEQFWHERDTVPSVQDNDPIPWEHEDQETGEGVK
MITF inh: inhibitors of human MITF | O75030 | AlphaScreen MITF homodimerization, bead proximity signal | inhibition, % at 2.6 µM | actives 0.91% (n = 650,000); in the data active = inhibition above about 50%;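 note: 0% = vehicle wells with protein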
TEAD-YAP block: TEAD-YAP interaction inhibition; inhibition, % at 9.12 µM; actives 1.4% (n = 640,000); HEK-TIYL cells, TEAD-Gal4/YAP UAS-luciferase luminescence; in the data active = inhibition above about 32%;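 note: 0% = median of test compound wells and 100% = reference inhibitor wells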
FBW7 activator: human FBW7 E3 ligase activation, primary screen; Q969H0; actives 0.13% (n = 650,000); normalized activity (activation), % at 26.1 µM; AID 1259310; AlphaScreen FBW7–phospho-cyclin E peptide binding, activator screen; in the data active = normalized activity above about 1.9%;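 note: purified mutant Fbw7 with reduced substrate affinity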
Target sequence (Q969H0 whole entry, looked up): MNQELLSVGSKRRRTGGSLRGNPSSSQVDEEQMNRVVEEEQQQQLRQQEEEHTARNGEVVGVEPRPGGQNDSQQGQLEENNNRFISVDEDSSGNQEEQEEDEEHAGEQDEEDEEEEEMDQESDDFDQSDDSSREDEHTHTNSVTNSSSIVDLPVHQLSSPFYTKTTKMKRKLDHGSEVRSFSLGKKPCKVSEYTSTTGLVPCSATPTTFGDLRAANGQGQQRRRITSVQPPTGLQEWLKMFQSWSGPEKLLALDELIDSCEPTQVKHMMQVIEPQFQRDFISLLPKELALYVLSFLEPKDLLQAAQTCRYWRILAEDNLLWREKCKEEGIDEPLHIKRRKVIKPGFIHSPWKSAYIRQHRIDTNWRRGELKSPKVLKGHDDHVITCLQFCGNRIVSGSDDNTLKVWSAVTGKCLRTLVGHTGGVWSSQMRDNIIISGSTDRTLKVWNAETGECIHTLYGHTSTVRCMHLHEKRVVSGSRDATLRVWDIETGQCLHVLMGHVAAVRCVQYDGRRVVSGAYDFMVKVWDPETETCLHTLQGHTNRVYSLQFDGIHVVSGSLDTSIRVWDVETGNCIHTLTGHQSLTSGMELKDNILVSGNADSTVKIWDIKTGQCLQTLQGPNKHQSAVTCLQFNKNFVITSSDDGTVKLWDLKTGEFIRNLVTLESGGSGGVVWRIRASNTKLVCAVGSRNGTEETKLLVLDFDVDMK
Active calls of the source: *; x = not tested or not shown.

Every second line gives: GPR151 activ | MITF inh | TEAD-YAP block | FBW7 activator
1. O=C(NC1CCCC1)OC1C(=O)c2cc(Br)ccc2O[C@H]1c1ccc2c(c1)OCO2 (stereo partly drawn)
  -0.3 | -7 | x | 0.0
2. Cc1ccc(OCC(=O)Nc2ccc(C(N)=O)cc2)cc1
  3.2 | 4 | -5 | -0.1
3. CC(=O)N1c2ccccc2NC2=C(C(=O)CC(c3ccc(C)cc3)C2)C1c1cccnc1 (stereo not drawn)
  0.9 | 2 | 0 | -0.3
4. Cc1ccc(N(C(=O)c2cccs2)C2C=CS(=O)(=O)C2)cc1Cl (stereo not drawn)
  0.3 | 3 | -3 | 0.1
5. Cc1ccccc1C1=N/C(=C/c2ccc(Cl)c(Cl)c2)C(=O)O1
  0.7 | 5 | 3 | 0.0
6. CCOc1ccc(N2CC(=O)Nc3ccccc3S2(=O)=O)cc1
  1.6 | 5 | 1 | 0.0
7. CCCC1=C(C(=O)OCC)C(c2ccc(OC)c(OC)c2OC)n2ncnc2N1 (stereo not drawn)
  -0.8 | -7 | 0 | -0.2
8. Cc1nc2cccc(C(=O)Oc3cc(C(C)C)ccc3C)c2o1
  -0.6 | 14 | 7 | 0.2
9. CCC(CC)NC(=O)COC(=O)CNC(=O)c1ccccc1F
  -0.1 | 0 | 1 | 0.3
10. Cc1cccc(CS(=O)(=O)NCC2(CO)CC2)c1
  -0.1 | 8 | 4 | 0.2
11. CCOc1cc(Br)cc(/C=N\NC(=O)CNc2ccccc2C)c1O
  1.3 | -10 | 9 | 0.0
12. O=C(CN1C(=O)C2CCCCC2C1=O)NC(=O)NCc1ccco1 (stereo not drawn)
  0.4 | 6 | 2 | 0.0
13. CCOC(=O)Nc1ccc([N+](=O)[O-])c(C)c1
  0.3 | -1 | -13 | 0.0
14. CCOC(=O)c1nc(Nc2ccc(C)c(C)c2)c2ccccc2n1
  -0.1 | 7 | 25 | 0.0
15. CCCCN=C(NNc1ccc(Br)cc1)C(=O)OCC
  0.7 | 12 | -4 | 0.4
16. CCn1c(CNC(=O)c2ccccc2F)nnc1SCC(=O)NC1CCCCC1C (stereo not drawn)
  -0.2 | -1 | 6 | -0.1
17. O=C(O)CCC(C(=O)O)N1C(=O)CSC1=S (stereo not drawn)
  -0.5 | 6 | 8 | -0.5
18. CCOC(=O)c1ccc(NC(=O)CN2C(=O)C3C4C=CC(C4)C3C2=O)cc1 (stereo not drawn)
  -2.0 | 25 | -8 | 0.0
19. CC(C)n1c(Nc2ccccn2)nc2c(NCCOc3ccccc3)ncnc21
  2.0 | -1 | -29 | -0.1
20. COc1ccc(C(=O)COC(=O)CSCc2c(C)noc2C)cc1OC
  -0.2 | 19 | -6 | -0.1

Filtered by structure: the compounds so far containing a Cl atom.
Every second line gives: GPR151 activ | MITF inh | TEAD-YAP block | FBW7 activator
4. Cc1ccc(N(C(=O)c2cccs2)C2C=CS(=O)(=O)C2)cc1Cl (stereo not drawn)
  0.3 | 3 | -3 | 0.1
5. Cc1ccccc1C1=N/C(=C/c2ccc(Cl)c(Cl)c2)C(=O)O1
  0.7 | 5 | 3 | 0.0

(cont.)
Every second line gives: GPR151 activ | MITF inh | TEAD-YAP block | FBW7 activator
21. CCc1cc2c(C)cc(=O)oc2cc1OC(C)=O
  1.0 | 17 | 7 | 0.2
22. COc1ccc(NC2c3cccc4cccc(c34)C2NS(=O)(=O)c2ccc(Cl)cc2)cc1 (stereo not drawn)
  -1.1 | 9 | 5 | -0.1
23. Nc1cccc(-c2cncc(C(=O)NCCOc3ccccc3)c2)c1
  1.4 | -2 | -18 | -0.1
24. COc1ccc(NC(=O)c2ccc3c(=O)n(CCc4ccccc4)c(=S)[nH]c3c2)cc1Cl
  -1.3 | 3 | 1 | 0.0
25. Nc1nc(SCC(=O)Nc2ccc(F)cc2)[nH]c(=O)c1NC(=O)c1cccs1
  -0.2 | 19 | 2 | 0.5
26. Cc1ccc(C(=O)N2CCCC2)cc1S(=O)(=O)N1CCCCC1
  0.3 | 2 | 4 | 0.2
27. CCC(=O)Nc1ncc([N+](=O)[O-])s1
  0.1 | 5 | 6 | -0.1
28. Cc1cc(C)c2c(c1)-c1c(ssc1=S)C(C)(C)N2
  0.0 | 28 | 6 | -0.5
29. COc1cccc(C2N=C(N)Nc3nc4ccccc4n32)c1O (stereo not drawn)
  -1.0 | -6 | 3 | -0.1
30. Cc1ccc2cc(CN(C(=O)Nc3ccccc3F)C3CCCC3)c3nnnn3c2c1
  -0.7 | -3 | -20 | 0.0
31. COc1cc2c(cc1NC(=O)COc1ccc(Cl)cc1C)oc1ccccc12
  2.4 | 1 | 5 | -0.2
32. CC(NC(=O)OCc1ccccc1)C(=O)NC(C)C(=O)OC(C)(C)C (stereo not drawn)
  -0.9 | -3 | 8 | 0.0
33. CCc1ccccc1NC(=O)Cn1nnc(-c2nc(-c3ccncc3)no2)c1N
  1.8 | 7 | -7 | -0.2
34. CCOc1ccc(S(=O)(=O)NCCCN2CCOCC2)cc1
  2.0 | 4 | 1 | -0.2
35. CC1(C)CC(=O)C2=C(C1)N(c1cccc(Cl)c1)C(N)=C(C#N)C2c1cccs1 (stereo not drawn)
  0.0 | 9 | 2 | 0.0
36. CCOC(=O)/C=c1\nc2c([nH]c1=O)=NON2
  -0.6 | -1 | -3 | 0.1
37. Nc1cccc(-c2nc(NC3CC3)c3[nH]cnc3n2)c1
  -0.9 | -2 | -5 | -0.2
38. Cc1ccccc1-n1nc2c(c1NC(=O)c1ccc(S(=O)(=O)N3CCOCC3)cc1)CS(=O)C2 (stereo not drawn)
  1.3 | 8 | -7 | 0.1
39. CNC(=O)/C(=C/c1ccc(C)o1)NC(=O)c1ccccc1
  -2.2 | 9 | -3 | -0.1
40. CCSc1nc2sc3c(c2c(=O)n1-c1ccc(OC)cc1)CCc1ccccc1-3
  1.3 | -10 | -3 | 0.2

Given screen by screen: entries from further up
40. CCSc1nc2sc3c(c2c(=O)n1-c1ccc(OC)cc1)CCc1ccccc1-3
37. Nc1cccc(-c2nc(NC3CC3)c3[nH]cnc3n2)c1
3. CC(=O)N1c2ccccc2NC2=C(C(=O)CC(c3ccc(C)cc3)C2)C1c1cccnc1 (stereo not drawn)
8. Cc1nc2cccc(C(=O)Oc3cc(C(C)C)ccc3C)c2o1
5. Cc1ccccc1C1=N/C(=C/c2ccc(Cl)c(Cl)c2)C(=O)O1

Assay by compound,40,37,3,8,5
GPR151 activ,1.3,-0.9,0.9,-0.6,0.7
MITF inh,-10,-2,2,14,5
TEAD-YAP block,-3,-5,0,7,3
FBW7 activator,0.2,-0.2,-0.3,0.2,0.0

(list continues)
Every second line gives: GPR151 activ | MITF inh | TEAD-YAP block | FBW7 activator
41. N#Cc1cc(C#N)c(SCC(=O)Nc2ccc(NC(=O)CSc3nc(N)c(C#N)cc3C#N)cc2)nc1N
  -2.0 | -6 | 2 | 0.0
42. O=C(Nc1nnc(COc2ccc(Br)cc2)s1)C1CCCCC1
  -0.3 | 7 | 5 | 0.1
43. O=C(c1nc2sccn2c1CN1CCOc2ccccc2C1)N1CCCC1
  -1.3 | -23 | 7 | 0.0
44. COc1ccc(NC(=O)C(NC(=O)Cc2c[nH]c3ccccc23)c2ccccc2)cc1 (stereo not drawn)
  0.6 | 9 | 1 | -0.1
45. O=c1/c(=C\c2cccc(F)c2)sc2nc3cc(Br)cnc3n12
  -0.1 | 4 | -1 | 0.0
46. CN1CCN(CC(=O)Nc2sc3c(c2C(N)=O)CCC3)CC1
  -0.2 | -16 | 10 | 0.0
47. C/C(=C\c1ccccc1)C(=O)Nc1cc([N+](=O)[O-])ccc1C
  -1.7 | -4 | -4 | -0.1
48. O=C(Nc1ccnn1C1CCN(Cc2cccn2-c2ncccn2)CC1)C1CCCC1
  0.9 | 5 | 22 | -0.2
49. CC1CN(c2[nH]c(=O)n(C)c(=O)c2Cc2ccc(C#N)cc2)CC(C)O1 (stereo not drawn)
  -1.7 | 4 | 0 | 0.0
50. COc1ccc(CCNC(=O)CCCn2c(SCc3ccccc3F)nc3cc4c(cc3c2=O)OCO4)cc1OC
  -0.9 | -3 | -2 | -0.1
51. O=C(NCc1ccc(Cl)c(Cl)c1)c1ccc(-n2c(=S)[nH]c3ccccc3c2=O)cc1
  0.2 | 13 | 2 | 0.2
52. CC(=O)c1cccc(NCN2C(=O)c3ccc(Br)cc3C2=O)c1
  -1.0 | -10 | -14 | -0.1
53. CC(C)=CCN1CCNC(=O)C1CC(=O)NCCc1cscn1 (stereo not drawn)
  0.1 | 10 | -3 | 0.5
54. CCCCNC(=O)CC(NS(=O)(=O)c1ccc(C)cc1)c1ccco1 (stereo not drawn)
  -1.5 | 10 | -3 | 0.0
55. O=S(=O)(Cc1ccccc1Cl)NCc1cccnc1
  -0.9 | -25 | 0 | 0.1
56. CC(NC(=O)c1ccc2c(c1)N(Cc1ccccc1F)C(=O)CS2)c1ccccc1 (stereo not drawn)
  2.7 | 4 | 9 | 0.1
57. COc1ccc(NC(=O)CN(c2ccc(Cl)cc2)S(C)(=O)=O)cc1Cl
  0.4 | 3 | 7 | 0.2
58. COC(=O)c1ccc(NC(=O)c2cnccn2)cc1
  -0.7 | 10 | -15 | 0.1
59. N#Cc1ccc(OC(=O)C23CCC(=O)N2c2ccccc2C(=O)N3Cc2ccccc2)cc1 (stereo not drawn)
  0.9 | 22 | -11 | 0.0
60. Cc1ccc(C)c(NC(=S)N(CCCN2CCOCC2)Cc2cccs2)c1
  0.4 | 10 | 7 | 0.1

Going on with the list:
Every second line gives: GPR151 activ | MITF inh | TEAD-YAP block | FBW7 activator
61. Cc1ccc(NC(=O)N(C)Cc2nc(-c3ccc(C)cc3)no2)cc1
  0.9 | 13 | 7 | -0.1
62. COc1cc(OC)c(C(=O)Nc2ccccc2Br)cc1OC
  -0.9 | 9 | -7 | 0.4
63. CC1Cc2ccccc2N1C(=O)c1ccc(Br)s1 (stereo not drawn)
  1.0 | -12 | -15 | 0.1
64. Cc1cccc(-n2nc3c(c2NC(=O)c2c(-c4ccccc4Cl)noc2C)CSC3)c1C
  0.9 | 20 | 2 | 0.8
65. Cc1c(S(=O)(=O)Nc2cc(Cl)ccc2Cl)c(=O)n(C)c(=O)n1C
  1.1 | 2 | 13 | 0.3
66. COc1cc(/C=C2\SC(=S)NC2=O)cc([N+](=O)[O-])c1O
  -0.2 | 1 | -5 | -0.1
67. COc1ccc(/C=C/C(=O)N2CCCC(C)C2)cc1 (stereo not drawn)
  -2.2 | 12 | -20 | 0.1
68. CC(=O)NCCC(=O)N1CCc2c([nH]c3ccccc23)C1CC(C)C (stereo not drawn)
  -0.5 | -4 | -73 | -0.1
69. COc1ccc(NC(=O)c2ccc3c4c(cccc24)CC3)cc1Cl
  -0.6 | 14 | -23 | 1.1
70. Cc1ccccc1Cn1cc(SCC(=O)NC2CCCCC2)c2ccccc21
  -1.2 | 15 | 20 | 0.3
71. CC(/C=N/Nc1nnc2c(n1)[nH]c1ccccc12)=C\c1ccco1
  0.0 | 0 | 2 | -0.2
72. O=C(N/N=C/c1ccc(S(=O)(=O)O)o1)c1ccccc1O
  -2.1 | -8 | -6 | -0.3
73. CC(=O)c1ccc(NC(=O)Cn2nnc(-c3ccc(C(F)(F)F)cc3)n2)cc1
  0.6 | -10 | -5 | 0.0
74. O=C(CSc1sc(=S)sc1SCC(=O)c1ccc(Cl)cc1)c1ccc(Cl)cc1
  -1.4 | 10 | 13 | -0.1
75. COc1ccccc1CN1C(=O)CN(C2CCCCCC2)C(=O)C1c1ccc(C)cc1 (stereo not drawn)
  -1.2 | 4 | -1 | 0.1
76. Cc1sc2nc(-c3cccnc3)nc(NCc3ccncc3)c2c1C
  -0.8 | -4 | 4 | 0.1
77. CN1CCN(C(=O)c2cc3ccccc3nc2Cl)CC1
  8.0* | 5 | 4 | -0.1
78. CCOC(=O)c1c(CSc2nc3ccccc3s2)n(-c2ccccc2)c2cc(Br)c(OC(C)=O)cc12
  1.5 | 0 | -5 | -0.2
79. COc1cccc(/C=N/NC(=O)c2ccncc2)c1O
  1.4 | 61* | 6 | -1.4
80. CCOC(=O)C1CCN(C(=O)c2cnn3c(C(F)(F)F)cc(-c4ccc(OC)c(OC)c4)nc23)CC1
  -1.5 | 0 | -11 | 0.3

Additional structures follow.
Every second line gives: GPR151 activ | MITF inh | TEAD-YAP block | FBW7 activator
81. CCOc1ccc(NS(=O)(=O)c2c[nH]c3ccc([N+](=O)[O-])cc23)cc1
  0.2 | -5 | -2 | -0.3
82. Cc1cccc(C)c1NC(=O)c1cc(S(=O)(=O)N2CCCCC2)ccc1F
  -0.5 | 0 | -16 | -0.2
83. C/C(=N/N=C/c1ccc(N(C)C)cc1)c1ccccc1
  -0.1 | 2 | -2 | 0.1
84. COc1ccc(OCC(=O)N2CCN(S(=O)(=O)c3ccc(F)cc3)CC2)cc1
  2.5 | -18 | 2 | 0.1
85. O=C(NCc1ccccc1)c1nnc(-c2cccc(Cl)c2)o1
  0.2 | -3 | -14 | 0.5
86. O=C(CN(CCc1ccccc1)S(=O)(=O)c1ccccc1)Nc1ccc(F)cc1
  -1.5 | 3 | 2 | 0.6
87. COC(=O)[C@@H]1CCCN1Cc1ccc2c(c1)CN(Cc1c[nH]c3ccccc13)CCO2
  6.9* | 9 | -4 | 0.1
88. COc1ccc2c(CNCCc3ccccc3)c(C(=O)O)n(Cc3ccc(F)cc3)c2c1
  -2.2 | 13 | 15 | 0.5
89. CCOc1ccccc1C(=O)Nc1cccc(-c2ccc3nncn3n2)c1
  0.0 | 10 | -3 | -0.4
90. CCN1CCN(CCOc2ccc(C)cc2OC)CC1
  5.8* | 76* | 4 | -0.1
91. CCc1nc(SCC(=O)Nc2ccccc2)c(C#N)cc1C
  -1.4 | -6 | -27 | 0.0
92. O=CN1CCCN(C2CCN(c3ccc(NC(=O)CCc4ccccc4)cc3)CC2)CC1
  0.7 | -5 | -4 | -0.2

Screening results as filed in PubChem BioAssay.
